Screening results (PubChem)
MITF primary = inhibitors of human MITF | O75030 | AlphaScreen MITF homodimerization, bead proximity signal | inhibition, % at 2.6 µM | 650,000 tested, 0.91% active | AID 1259374; in the data active = inhibition above about 50%;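 also: 0% = vehicle wells with protein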
Target sequence (O75030 whole entry, looked up): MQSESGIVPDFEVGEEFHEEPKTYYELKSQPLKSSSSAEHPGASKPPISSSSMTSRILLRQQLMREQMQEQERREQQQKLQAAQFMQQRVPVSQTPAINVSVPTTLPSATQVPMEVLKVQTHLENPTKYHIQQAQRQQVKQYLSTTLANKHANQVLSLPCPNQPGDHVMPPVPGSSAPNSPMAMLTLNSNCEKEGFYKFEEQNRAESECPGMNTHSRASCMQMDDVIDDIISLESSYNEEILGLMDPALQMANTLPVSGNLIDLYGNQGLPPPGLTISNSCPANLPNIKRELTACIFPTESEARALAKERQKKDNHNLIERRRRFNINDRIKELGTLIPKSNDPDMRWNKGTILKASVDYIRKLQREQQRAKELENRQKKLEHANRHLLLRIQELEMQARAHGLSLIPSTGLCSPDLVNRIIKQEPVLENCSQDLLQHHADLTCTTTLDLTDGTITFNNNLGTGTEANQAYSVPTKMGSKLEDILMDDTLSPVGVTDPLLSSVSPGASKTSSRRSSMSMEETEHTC
FBW7 act = human FBW7 E3 ligase activation, primary screen | Q969H0 | AlphaScreen FBW7–phospho-cyclin E peptide binding, activator screen | normalized activity (activation), % at 26.1 µM | 650,000 tested, 0.13% active; in the data active = normalized activity above about 1.9%;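 also: purified mutant Fbw7 with reduced substrate affinity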
TEAD-YAP block = TEAD-YAP interaction inhibition; HEK-TIYL cells, TEAD-Gal4/YAP UAS-luciferase luminescence; inhibition, % at 9.12 µM; 640,000 tested, 1.4% active; in the data active = inhibition above about 32%;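 also: 0% = median of test compound wells and 100% = reference inhibitor wells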
GPR151 activ = activates the human receptor GPR151. Q8TDV0. PathHunter beta-arrestin GPR151 cells, luminescence. activation, % at 11.2 µM. 650,000 tested, 1% active; in the data active = activation above about 4.9%;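 also: 0% = median of compound wells and 100% = cells with positive control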
Target sequence (Q8TDV0 whole entry, looked up): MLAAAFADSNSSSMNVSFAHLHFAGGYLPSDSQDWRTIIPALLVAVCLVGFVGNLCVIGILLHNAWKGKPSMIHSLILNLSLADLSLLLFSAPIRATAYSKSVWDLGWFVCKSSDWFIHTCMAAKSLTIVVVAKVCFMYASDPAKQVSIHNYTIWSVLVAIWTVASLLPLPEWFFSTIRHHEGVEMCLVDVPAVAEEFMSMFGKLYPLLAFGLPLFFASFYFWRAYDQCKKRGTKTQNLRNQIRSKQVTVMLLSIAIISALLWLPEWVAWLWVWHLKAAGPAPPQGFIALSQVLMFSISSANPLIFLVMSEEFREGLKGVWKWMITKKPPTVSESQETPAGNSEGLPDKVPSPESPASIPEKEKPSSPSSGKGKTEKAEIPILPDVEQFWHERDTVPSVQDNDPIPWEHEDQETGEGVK
An asterisk follows results filed as active.

SMILES | MITF primary | FBW7 act | TEAD-YAP block | GPR151 activ
CCOC(=O)C1=C(C)NC2=C(C(=O)CC(C)(C)C2)C1c1ccc(Br)cc1 (stereo not given) | 0 | -0.1 | -3 | -1.0
CC1(C)CC2CC(C)(CN2C(=O)COC(=O)c2ccc(OC(F)F)cc2)C1 (stereo not given) | -5 | 0.1 | 6 | 2.2
COc1ccc(C(=O)c2ccccc2Cl)cc1 | 12 | 0.0 | 5 | 0.2
Cc1ccc2c(N)c(C(=O)c3ccc(Cl)cc3)sc2n1 | 0 | -0.2 | -54 | 1.4
Cc1ccccc1C(=O)N(CN1CCCC1=O)c1cccc(Cl)c1 | 5 | 0.0 | 2 | -1.8
COc1ccc(C(=O)NCC(=O)NCC(=O)OCC(=O)c2cccc([N+](=O)[O-])c2)cc1 | 9 | -0.1 | 6 | 1.8
COc1ccc(Cl)cc1C(=O)Nn1c(-c2ccccc2F)nc2ccccc2c1=O | 1 | 0.0 | -6 | 2.0
O=C(O)c1ccccc1N=Cc1nc(/C=C/c2cccc([N+](=O)[O-])c2)oc1O | 6 | 0.1 | -1 | -0.6
Cc1noc(C)c1-c1nc(C(=O)NCCc2ccc(O)cc2)cs1 | 9 | 0.0 | 7 | -0.8
CCOCCCNCc1ccc(OCC(O)CN(C)Cc2ccccc2)cc1 (stereo not given) | -1 | -0.1 | 2 | 0.9
CCn1cnc2sc(C(=O)Oc3ccc(F)cc3)c(C)c2c1=O | 17 | 0.1 | 9 | -1.1
COc1ccc(C2C(C(=O)Nc3nc4ccccc4s3)=C(C)NC3=C2C(=O)CCC3)c(OC)c1 (stereo not given) | -13 | 0.0 | -3 | -0.2
c1ccc(CN2CCN(Cc3cn4ccccc4n3)CC2)cc1 | -1 | -0.1 | -7 | 1.5
Cc1ccc2nc(CN3CCCC(C)C3)nc(N3CCSCC3)c2c1 (stereo not given) | -8 | -0.1 | -18 | 2.1
COc1ccc(OC(C)C(=O)Nc2ccc(C#N)cc2)cc1 (stereo not given) | 12 | 0.0 | -2 | -0.8
CCOCCCNC(=O)C1CCN(c2nc(C)cc(OCC)n2)CC1 | 7 | 0.8 | -2 | -0.8
CC(=O)c1cc(F)c(N2CCN(c3cc(C)c([N+](=O)[O-])cc3F)CC2)cc1C | 6 | 0.5 | 0 | -1.0
CSc1cccc2sc(N3CCN(C(=O)c4cnn(-c5ccccc5)c4C)CC3)nc12 | -5 | 0.0 | 3 | -0.8
O=C(CCC(=O)OCC(=O)c1ccccc1)Nc1ccc(Cl)cc1Cl | -1 | -0.1 | -9 | -0.9
CC(C)(C)C(=O)COC(=O)C(CO)NS(=O)(=O)c1ccc(Br)cc1 (stereo not given) | 1 | 0.3 | -5 | -0.5
COc1ccccc1NC(=O)O/N=C(\N)c1ccccc1 | 5 | 0.1 | -2 | 3.0
Cc1ncc([N+](=O)[O-])n1Cc1nnc(N)s1 | 10 | 0.0 | -10 | -1.0
O=C(c1n[nH]c(=O)c2ccccc12)N1CCCCC1 | 20 | 0.6 | 1 | 0.8
O=C(CSc1ncn[nH]1)Nc1cccc(Br)c1 | -3 | -0.1 | 13 | -0.2
O=C1c2ccccc2C(=O)N1CCS(=O)(=O)O | 4 | -0.1 | 3 | -0.3
Cc1nc(NC(=O)C2CC2c2ccc(C(C)(C)C)cc2)sc1C(=O)N(C)C (stereo not given) | 16 | 0.0 | -16 | -0.7
CCN(CC)S(=O)(=O)c1nnc(NC(=O)CC(C)C)s1 | 2 | 0.0 | -7 | -1.0
COc1ccc(-c2cc(C(F)(F)F)n3ncc(C(=O)Nc4ccc(Cl)c(Cl)c4)c3n2)cc1OC | 34 | 0.3 | -5 | 0.8
CN(C1CCS(=O)(=O)C1)S(=O)(=O)c1ccc(Cl)c(C(F)(F)F)c1 (stereo not given) | 2 | 0.0 | -2 | -0.1
COC(=O)CN(c1cccc(C)c1C)S(=O)(=O)c1ccccc1 | -2 | 0.0 | 1 | -0.6
COc1ccc(CCN2C(=NC(C)=O)SC3CS(=O)(=O)CC32)cc1 (stereo not given) | -8 | 0.2 | -4 | 2.8
O=C(CCC1CCCN(C(=O)Cc2ccc3c(c2)OCO3)C1)NCc1ccc(F)c(F)c1 (stereo not given) | 0 | -0.1 | -14 | -0.6
CC(=O)c1ccc(OCCSc2nc3ncnc(N)c3[nH]2)cc1 | 26 | 0.1 | -2 | -0.1
CCOC(=O)N1CCN(C(=O)c2ccc3c(=O)n(-c4ccccc4)c(SCc4cccc(Cl)c4)nc3c2)CC1 | 8 | 0.0 | 7 | 0.1
CCCc1[nH]nc2c1C(c1c(F)cccc1Cl)C(C#N)=C(N)O2 (stereo not given) | -6 | 0.0 | 4 | -0.9
CC(=O)c1c(C)n(CCOc2ccccc2)c2ccccc12 | 0 | -0.3 | -4 | 1.9
Cc1cc(NS(=O)(=O)c2cc3c4c(c2)C(C)C(=O)N4CCC3)ccc1Br (stereo not given) | 18 | -0.1 | 8 | 1.5
O=C(Nc1ccc2oc(-c3ccc(F)cc3)nc2c1)c1cc([N+](=O)[O-])ccc1Cl | 6 | 0.2 | 19 | 0.8
CC(C)C(=O)Nc1ccc(NC(=O)C2CC2)cn1 | 4 | -0.2 | -3 | 2.4
COc1ccc(C)cc1N(CC(=O)NCCSC1CCCCC1)S(C)(=O)=O | 18 | -0.1 | 1 | -0.2
Cc1cnc(-c2cccs2)nc1NC1CC1 | 2 | 0.0 | -3 | -2.2
CN1C(=O)N(C)C2(CC1(C)C)CC(C)(C)N(C)C(=O)N2C | -2 | -0.3 | -3 | 0.5
Cc1ccc(-c2nnc(Nc3cccc(O)c3)c3ccccc23)cc1S(=O)(=O)NCc1ccccn1 | -2 | 0.0 | 15 | 0.7
CCCCOc1nc(N2CCOCC2)nc(N2CCOCC2)n1 | 3 | -0.1 | -8 | 2.0
COc1ccccc1NC(=O)CCN1CCOCC1 | 28 | 0.0 | -6 | 0.3
O=C1OC2(c3ccccc3)C3CCCC2C13Cl | -8 | 0.0 | 6 | 1.2
CCOC(=O)c1c(C)nc2c1cc(O)c1c2c(-c2ccccc2)[nH]n1-c1ccccc1 | 8 | 0.2 | 6 | 1.0
COc1ccc(CC(=O)NCc2nnc(SCC(=O)Nc3cccc(F)c3)n2C)cc1 | 14 | 0.0 | -3 | -0.6
CC1CCC(NC(=O)CCS(=O)(=O)c2ccc3c(c2)SC(C)C(=O)N3)CC1 (stereo not given) | 1 | 0.1 | 7 | 0.1
C=CCN(CC(=O)NC1CCCC1)C(=O)C(=O)Nc1ccc2c(c1)OCCO2 | -13 | 0.0 | -4 | 0.3
Next section
SMILES | MITF primary | FBW7 act | TEAD-YAP block | GPR151 activ
COc1cccc(C(=O)Nn2nnc3ccccc3c2=O)c1 | 2 | 0.2 | -20 | -1.3
CCCC(=O)OCCNc1cc(SCC(=O)OCC)c2nonc2c1[N+](=O)[O-] | 0 | -0.2 | -14 | 1.1
CC(C)c1csc(CN2CCCC(N3CCOCC3)C2)n1 (stereo not given) | 3 | 0.0 | -4 | 1.8
O=C(/C=C/c1cccs1)Nc1ccc2c(c1)C(=O)NC2=O | 7 | -0.2 | -16 | -1.5
CC(C)N(CCNc1cc(NCCN2CCOCC2)nc(N)n1)C(C)C | 0 | 0.0 | 4 | 0.7
CCOCC(O)CSc1nc(C)cc(C)n1 (stereo not given) | -6 | 0.0 | 1 | -1.6
Cc1ccc(CN2CCN(CC(=O)O)C2=O)cc1 | 4 | 0.0 | 2 | 2.0
CN(C(=O)COc1ccc(Cl)cc1Cl)C1CCS(=O)(=O)C1 (stereo not given) | 1 | 0.2 | -10 | -0.7
COCCCNC(=O)c1nnc2n(c1=O)CCN2c1ccc(C)cc1 | 5 | 0.2 | 2 | -2.9
Oc1ccc(Br)cc1C1CC(c2ccc3c(c2)OCO3)=NC(c2ccc(Br)cc2)N1 (stereo not given) | 10 | 0.4 | 9 | 0.4
c1ccc(CN2CCC(Nc3cc(N4CCC(N5CCOCC5)CC4)ncn3)CC2)cc1 | 14 | -0.1 | 9 | -3.0
CC(C)CC(C(=O)NC1CCCC1)N1Cc2ccccc2C1=O (stereo not given) | -8 | 0.1 | -1 | 0.0
CCOc1ccc(C2/C(=C(/O)c3ccc(C)cc3)C(=O)C(=O)N2CCCC(=O)O)cc1 (stereo not given) | 12 | 0.3 | 1 | -1.4
C=CCc1cccc(Cl)c1OCCN1CCN(C)CC1 | 6 | -0.1 | 5 | -0.1
CC(=O)Nc1cccc(/C(C)=N/N=C2/NC(=O)C(CC(=O)Nc3ccccc3C)S2)c1 (stereo not given) | 14 | 1.2 | -4 | -0.8
COc1cc(-c2nc(NCc3ccc(F)cc3)c3ccccc3n2)cc(OC)c1OC | 18 | 0.5 | 14 | -0.6
CCOC(=O)C1CCN(C(=O)c2cc3c(=O)n4cccc(C)c4nc3n2C)CC1 | -6 | 0.0 | 0 | 0.4
CCN(CC)C(=O)CSc1nc2ccccc2n1CC(=O)N1C(C)CCCC1C (stereo not given) | 9 | 0.2 | 13 | -0.5
CCS(=O)(=O)N1CCN(C(=O)c2cccc(Cl)c2)CC1 | -2 | 0.1 | 5 | -0.5
Cc1ccc2[nH]c(-c3ccccc3)c(CN3CCCC3)c(=O)c2c1 | 10 | 0.1 | 8 | 0.0
CCn1c(=O)c2cc(C(=O)Nc3cccc(C#N)c3)sc2c2ccccc21 | 9 | 0.9 | 11 | -0.2
CCOc1ccc(CN2CCN(Cc3ccncc3)CC2CCO)cc1 (stereo not given) | -12 | 0.2 | -18 | 0.5
CCOC(=O)N1CCC(NC(=O)c2ccc(Sc3ccc(OC)cc3)c([N+](=O)[O-])c2)CC1 | -2 | -0.1 | -14 | 0.2
CSc1nc(C)c(C(=O)C[n+]2ccccc2)cc1C#N | -5 | -0.1 | -8 | -1.0
COc1ccc(CC(=O)Nc2sc3c(c2C(=O)Nc2cc(OC)ccc2OC)CCC(C)C3)cc1 (stereo not given) | 6 | 0.5 | 5 | -1.0
O=C(Cn1ncc2cccn2c1=O)NC1CC1 | -11 | 0.1 | 3 | 0.0
CC(C)NCC(=O)Nc1c2c(nc3c1CCC3)CCCC2 | 75* | 0.1 | 0 | -1.3
Cc1noc(C)c1CSCC(=O)OCC(=O)c1ccc(-c2ccccc2)cc1 | -9 | 0.0 | 0 | 0.3
COC(=O)c1ccc(C(=O)Nc2nc3ccc(OC)cc3s2)cc1 | 2 | 0.0 | -21 | -2.1
O=C(Cn1cc(C(=O)c2ccc(F)cc2)c(=O)c2ccccc21)Nc1ccc2c(c1)OCO2 | 2 | -0.1 | -6 | -0.5
O=c1ccc(-c2ccco2)cn1Cc1cccc(C(F)(F)F)c1 | 2 | 0.0 | 10 | 0.9
Cc1nc2c(C(=O)N3CCN(c4cccc(C(F)(F)F)c4)CC3)cnn2c(C)c1Cc1ccccc1F | 4 | 0.0 | 2 | 3.6
O=C(CNc1nncs1)c1c[nH]c2ccccc12 | -10 | -0.1 | -17 | -0.4
CCOc1ccc2nc(NCCCNC(=S)NCCCN(C)C)c(C#N)cc2c1 | 2 | 0.0 | 2 | -0.7
CC(C)(C)c1csc(NC(=O)c2ccc(S(=O)(=O)N3CCCCC3)cc2)n1 | 16 | 0.2 | 1 | 0.6
CN1CCN(c2ccc(-c3cc(C(=O)NC4CCN(Cc5ccccc5)CC4)ccn3)cc2)CC1 | 10 | 0.2 | -1 | 3.4

Among those listed so far, 14 contain a Cl atom:
SMILES | MITF primary | FBW7 act | TEAD-YAP block | GPR151 activ
COc1ccc(C(=O)c2ccccc2Cl)cc1 | 12 | 0.0 | 5 | 0.2
Cc1ccc2c(N)c(C(=O)c3ccc(Cl)cc3)sc2n1 | 0 | -0.2 | -54 | 1.4
Cc1ccccc1C(=O)N(CN1CCCC1=O)c1cccc(Cl)c1 | 5 | 0.0 | 2 | -1.8
COc1ccc(Cl)cc1C(=O)Nn1c(-c2ccccc2F)nc2ccccc2c1=O | 1 | 0.0 | -6 | 2.0
O=C(CCC(=O)OCC(=O)c1ccccc1)Nc1ccc(Cl)cc1Cl | -1 | -0.1 | -9 | -0.9
COc1ccc(-c2cc(C(F)(F)F)n3ncc(C(=O)Nc4ccc(Cl)c(Cl)c4)c3n2)cc1OC | 34 | 0.3 | -5 | 0.8
CN(C1CCS(=O)(=O)C1)S(=O)(=O)c1ccc(Cl)c(C(F)(F)F)c1 (stereo not given) | 2 | 0.0 | -2 | -0.1
CCOC(=O)N1CCN(C(=O)c2ccc3c(=O)n(-c4ccccc4)c(SCc4cccc(Cl)c4)nc3c2)CC1 | 8 | 0.0 | 7 | 0.1
CCCc1[nH]nc2c1C(c1c(F)cccc1Cl)C(C#N)=C(N)O2 (stereo not given) | -6 | 0.0 | 4 | -0.9
O=C(Nc1ccc2oc(-c3ccc(F)cc3)nc2c1)c1cc([N+](=O)[O-])ccc1Cl | 6 | 0.2 | 19 | 0.8
O=C1OC2(c3ccccc3)C3CCCC2C13Cl | -8 | 0.0 | 6 | 1.2
CN(C(=O)COc1ccc(Cl)cc1Cl)C1CCS(=O)(=O)C1 (stereo not given) | 1 | 0.2 | -10 | -0.7
C=CCc1cccc(Cl)c1OCCN1CCN(C)CC1 | 6 | -0.1 | 5 | -0.1
CCS(=O)(=O)N1CCN(C(=O)c2cccc(Cl)c2)CC1 | -2 | 0.1 | 5 | -0.5
